Screening results as filed in PubChem BioAssay.
Abs 340nm – absorbance at 340 nm. compound absorbance at 340 nm, fold over control. AID 708. 65,000 tested, under 10 active. fold change at 10 µM;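 active = at 10 µM dose, initial 340 nm absorbance at least 2 fold that of control wells; inactive = change under 2 fold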;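 note: initial absorbance extrapolated from kinetic A340 decline of NADH oxidation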
CatB inh – human cathepsin B inhibition | purified cathepsin B, fluorogenic substrate, fluorescence | inhibition, %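 (tested at 10 µM)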 | 63,000 compounds, 0.1% hits | AID 453; in the data active = inhibition above about 21%;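 note: 0% = enzyme with no compound and 100% = no enzyme blank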
CatG inh – blocks human cathepsin G enzyme activity; 62,000 compounds, 0.2% hits; purified enzyme, AMC-tetrapeptide fluorescence, pooled mixtures; P08311; AID 581; inhibition, % at 5 µM (by protocol);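 active = inhibition above 20% in each of the two mixture wells holding the compound; inactive = inhibition of 20% or less in either well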;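 note: 0% = enzyme control without mixture and 100% = blank lacking enzyme; strong numbers were not always called active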
Target sequence (P08311 21-244 limits assumed): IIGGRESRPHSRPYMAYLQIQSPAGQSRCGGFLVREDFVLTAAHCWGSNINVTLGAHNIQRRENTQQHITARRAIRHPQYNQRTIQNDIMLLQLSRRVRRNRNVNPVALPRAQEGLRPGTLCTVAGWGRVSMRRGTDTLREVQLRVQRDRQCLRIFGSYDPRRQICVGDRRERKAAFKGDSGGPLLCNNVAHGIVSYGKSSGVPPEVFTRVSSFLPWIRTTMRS
CatS inh – blocks human cathepsin S protease activity | inhibition, %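 (tested at 5 µM per compound within 10-compound mixtures)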 | P25774 | recombinant cathepsin S, AMC dipeptide fluorescence, pooled mixtures | AID 501 | 62,000 compounds, 0.06% hits; in the data active = inhibition above about 32%, passing the limit was not always enough;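 note: 0% = enzyme without compound and 100% = blank without enzyme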
Target sequence (P25774 115-331 limits assumed): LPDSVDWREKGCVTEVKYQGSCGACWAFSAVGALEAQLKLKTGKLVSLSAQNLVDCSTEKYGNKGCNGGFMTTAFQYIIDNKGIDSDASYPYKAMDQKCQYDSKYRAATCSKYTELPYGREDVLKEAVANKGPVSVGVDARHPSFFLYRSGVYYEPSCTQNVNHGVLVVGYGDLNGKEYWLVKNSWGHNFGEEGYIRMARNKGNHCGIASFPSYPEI
C1s block – blocks human complement C1s protease activity | P09871 | purified C1s, fluorogenic AMC substrate, pooled mixtures | mean inhibition % of two 10-compound mixtures (hits give high values), % at 5 µM (by protocol) | 62,000 compounds, 0.16% hits | AID 538;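 active = inhibition above 20% in each of the two 10-compound mixture wells holding the compound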;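 note: 0% = enzyme wells lacking compound mixture and 100% = no-enzyme blank wells; some compounds called inactive have numbers as strong as hits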
CatL inh – inhibitors of human cathepsin L | P07711 | purified cathepsin L, fluorogenic substrate, fluorescence | inhibition, %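 (tested at 10 µM)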 | 58,000 compounds, 0.17% hits | AID 460; in the data active = inhibition above about 45%;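 note: 0% = enzyme with no compound and 100% = no enzyme blank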
FXIa inh mix – factor XIa (human) inhibition, mixture screen; P03951; purified FXIa, fluorogenic substrate, pooled mixtures; inhibition, % at 5 µM; 62,000 compounds, 0.19% hits;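 note: each value is inhibition by a whole ten-compound pool holding the compound; 0% = enzyme with no mixture and 100% = wells lacking enzyme; strong numbers were not always called active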
Target sequence (P03951 19-387 limits assumed): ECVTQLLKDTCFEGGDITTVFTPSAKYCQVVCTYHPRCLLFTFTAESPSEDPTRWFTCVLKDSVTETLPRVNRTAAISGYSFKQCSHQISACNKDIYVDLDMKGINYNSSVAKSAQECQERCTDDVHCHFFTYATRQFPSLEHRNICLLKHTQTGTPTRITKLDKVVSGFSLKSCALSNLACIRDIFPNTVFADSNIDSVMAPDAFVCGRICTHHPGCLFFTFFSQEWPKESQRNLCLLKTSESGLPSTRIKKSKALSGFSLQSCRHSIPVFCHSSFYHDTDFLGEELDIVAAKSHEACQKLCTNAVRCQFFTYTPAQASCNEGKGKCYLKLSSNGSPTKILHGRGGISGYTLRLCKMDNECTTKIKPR
Target sequence (P03951 388-625 limits assumed): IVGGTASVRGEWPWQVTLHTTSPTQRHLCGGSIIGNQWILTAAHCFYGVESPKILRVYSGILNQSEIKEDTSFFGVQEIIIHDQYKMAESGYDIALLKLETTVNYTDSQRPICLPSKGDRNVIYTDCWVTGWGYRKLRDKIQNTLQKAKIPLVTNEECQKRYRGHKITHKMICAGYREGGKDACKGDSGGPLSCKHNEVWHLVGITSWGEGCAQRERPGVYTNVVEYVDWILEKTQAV
CatB mixtures – human cathepsin B inhibition by mixtures; Purified cathepsin B, AMC dipeptide fluorescence, compound mixtures; inhibition, %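 (ten-compound pools at 5 µM per compound and 50 µM total)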; 62,000 compounds, 0.06% hits; in the data active = inhibition above about 22%, passing the limit was not always enough;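 note: 0% = enzyme without compound and 100% = no enzyme blank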
FXIIa mix inh – inhibitors of human coagulation factor XIIa, pooled mixtures; P00748; 62,000 compounds, 0.2% hits; purified FXIIa, fluorogenic substrate; inhibition, % at 5 µM;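 note: 0% = enzyme without compound and 100% = no enzyme blank; some results filed as inactive read as strong as hits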
* = called active by the depositor; x = not tested or not shown. Cut-off read from the data, not from the text of the source, unless noted: active = inhibition above about 20% (passing the limit was not always enough); inactive = the rest. Only part of the results is shown; count on the stated rates, not on these rows.

The first 4 records as a preview:
SMILES	Abs 340nm	CatB inh	CatG inh	CatS inh	C1s block	CatL inh	FXIa inh mix	CatB mixtures	FXIIa mix inh
Cc1cc(NC(=O)CSc2ccc3nnc(-c4cccnc4)n3n2)no1	1.1	1	-11	-2	-49	3	-2	0	6
COCCN1C(=O)c2ccccc2C(C(=O)N2CCN(c3ccccn3)CC2)C1c1ccc(F)cc1 (stereo not given)	1	1	7	-6	-5	-3	6	-1	4
Cc1cc(C(=O)NCCCN2CCCC2=O)no1	1.1	2	-14	-16	-149	10	-27	-12	4
COC(=O)[C@@H](NC(=O)N(C1CCCCC1)C1CCCCC1)C(C)C	1.1	1	7	-4	6	-3	3	-7	3

All compounds of this part, repeating the preview:
SMILES	Abs 340nm	CatB inh	CatG inh	CatS inh	C1s block	CatL inh	FXIa inh mix	CatB mixtures	FXIIa mix inh
Cc1cc(NC(=O)CSc2ccc3nnc(-c4cccnc4)n3n2)no1	1.1	1	-11	-2	-49	3	-2	0	6
COCCN1C(=O)c2ccccc2C(C(=O)N2CCN(c3ccccn3)CC2)C1c1ccc(F)cc1 (stereo not given)	1	1	7	-6	-5	-3	6	-1	4
Cc1cc(C(=O)NCCCN2CCCC2=O)no1	1.1	2	-14	-16	-149	10	-27	-12	4
COC(=O)[C@@H](NC(=O)N(C1CCCCC1)C1CCCCC1)C(C)C	1.1	1	7	-4	6	-3	3	-7	3
O=C(c1ccc(S(=O)(=O)N2CCOCC2)cc1)N1CCc2ccccc2C1	0.98	2	6	2	-1	3	8	-2	4
CCOC(=O)C1=C(C)NC(=O)C(C(N)=O)C12CCCCC2 (stereo not given)	1	5	9	-3	11	10	1	-2	2
CCn1cc(C(=O)NC2CCCCC2C)c(=O)c2ccc(C)nc21 (stereo not given)	1.1	1	-10	3	-5	1	7	4	4
COCCn1c(N2CCN(c3ccc(OC)cc3)CC2)nc2c1c(=O)[nH]c(=O)n2C	1	4	9	-14	10	1	5	1	-12
CCOCc1nnc(NC(=O)CSc2ccccc2)s1	1	-1	-14	-3	-26	0	1	1	-13
CSc1nnc2c(n1)OC(c1ccc(C(=O)O)cc1)N(C(C)=O)c1ccccc1-2 (stereo not given)	1.1	3	1	9	1	15	10	2	4
CC(C)c1ccc(C(=O)N2CCN(CCO)CC2)cc1	1	3	2	1	4	x	2	-1	6
COc1ccc(NC(=O)CSc2nnc(Cn3c(=O)sc4ccccc43)n2C)cc1OC	1.1	-1	9	-6	-4	-3	10	1	-1
CN1C(=O)C2(C(C#N)=C(N)Oc3c2oc(CO)cc3=O)c2ccccc21 (stereo not given)	1	4	-13	7	-13	-1	-7	-1	5
CC1(C)Cc2c(sc3c2c(=N)n(Cc2ccco2)c(=O)n3CC(=O)Nc2cccc(Cl)c2)CO1	1.1	2	10	9	16	6	3	5	5
Cc1nn(C)cc1CN(C)C(=O)c1cc2nc(-c3ccco3)cc(C(F)(F)F)n2n1	1.1	1	-8	-26	-117	-6	-28	-6	-12
Cc1ccc2c(c1)NC(=O)C(CC(=O)NCCN(C)C)O2 (stereo not given)	1	1	1	14	-27	x	1	5	3
CC(C)Oc1ccc(NC(=O)Oc2ccccc2)cc1	1	0	10	1	7	x	2	-1	1
CN(C)C(=O)N1CCC(C(=O)NCc2ccc(F)cc2Cl)CC1	1	3	10	10	-7	9	-9	0	-1
N#CC(C(N)=O)=C1CCC2(CC1)OCCCCO2	1	3	10	1	15	-4	4	4	-12
O=C(Nc1ccc2nc[nH]c2c1)c1ccco1	0.96	5	5	-6	-25	x	-7	-2	-11
Cn1c(=Nc2ccc(N3CCOCC3)cc2)ccc2ccccc21	1.1	2	6	-4	4	3	-3	3	1
CCc1nnc(NC(=O)CN2CCN(C3CCCCC3)CC2)s1	1.1	3	-3	-6	-3	-9	6	1	6
CCOc1ccc(-c2nn[nH]n2)cc1	1	-1	11	-2	4	14	0	-2	10
CC(C)=C1C2CC2C2C(C(=O)O)C12 (stereo not given)	0.99	4	8	-13	-8	-3	7	-3	-1
CCOC(=O)C1=C(C)NC(=O)NC1c1cc(C)sc1C (stereo not given)	1	-4	3	-2	1	-5	6	-5	5
(more compounds)
SMILES	Abs 340nm	CatB inh	CatG inh	CatS inh	C1s block	CatL inh	FXIa inh mix	CatB mixtures	FXIIa mix inh
Oc1ccc(CNc2ccc(F)cc2)c2cccnc12	1	-9	1	2	8	2	7	7	9
Cc1ccsc1C(=O)OCC(=O)N1CCOCC1	0.97	-1	6	-4	3	8	4	1	0
Cc1noc(N)c1C(=O)Nc1ccc(F)c(Cl)c1	1	6	-4	13	-6	15	1	-4	1
Cc1ccc2nc(S(=O)(=O)O)[nH]c2c1	1	1	7	-1	11	2	6	5	2
NC(=O)c1c(NC(=O)CN2CCCC2)sc2c1CCCC2	0.98	1	0	2	-1	-2	-3	5	2
COc1ccc(CNC(=O)C2CCCN(S(=O)(=O)c3c(C)nn(C)c3C)C2)cc1 (stereo not given)	1	-1	-11	-4	-134	9	-12	-2	5
Cc1ccc(NC(=O)c2noc3c2CCCCC3)cc1	0.99	-2	0	4	4	24	-4	-2	4
CCCn1c(SC2C(=O)CC(C)(C)CC2=O)nc2c1c(=O)n(C)c(=O)n2C	1	-2	-7	-19	-82	0	-10	-9	10
Cc1c(C(=O)O)sc(=S)n1CCOc1ccccc1	1.1	6	8	-8	16	x	11	-1	4
CCCOC(=O)C1[C@H]2C(=O)N(CCCOC)C[C@]23C=C[C@H]1O3 (stereo not given in full)	1	-2	9	-6	5	6	13	0	0
O=C(Nc1nc2c(s1)CCCC2)c1cccs1	1	0	13	2	18	0	6	5	1
Cc1ccc(N2CCn3c2nc2c3c(=O)n(CCc3ccccc3)c(=O)n2C)cc1	1	2	8	-7	-2	-6	0	2	10
COc1cccc(CNC(=O)Cn2c(=O)oc3ccccc32)c1OC	0.98	-2	1	17	5	21	8	9	2
CC(=O)c1c(C)[nH]c(C(=O)OCC(=O)Nc2ncc(Cl)c(C)c2Cl)c1C	1	-4	1	9	-26	20	10	6	-6
Cc1nc(-c2cccc(N)c2)cs1	1	-3	4	-2	10	2	4	5	15
CC(C)Cc1cc(C(=O)Nc2ccc3c(c2)OCO3)no1	1	0	10	4	10	x	5	2	1
O=C(CSc1nnc2ccccn12)N1CCOCC1	1	-5	-5	1	-37	21	0	2	2
NC(=O)c1ccsc1NC(=O)COC(=O)Cc1ccsc1	1	-6	1	-9	-2	12	-11	-12	11
CSc1nnc2c3ccccc3n(CCc3ccccc3)c2n1	1	0	-15	8	-22	4	3	3	10
O=C(NCCCN1CCN(c2cccc(Cl)c2)CC1)c1ccc(N2CCCC2=O)cc1	1	-7	-3	-7	1	10	6	-4	12
COC(=O)c1c(NC(=O)c2nc3ncccn3n2)sc(C(=O)N(C)C)c1C	1.1	-3	-4	-16	-32	1	-3	-14	13
Cn1cnc2c1c(=O)n(CC(O)CO)c(=O)n2C (stereo not given)	1	4	1	9	2	13	-3	-1	-29
COc1ccc(-n2c(SCc3ccc(C#N)cc3)nnc2-c2ccccn2)cc1	0.99	3	11	0	12	11	3	2	-11
Cc1ccc(N2CC(C(=O)NCC3CCCO3)CC2=O)cc1Cl (stereo not given)	1	13	15	14	9	20	10	5	3
O=C(NCCCN1CCN(Cc2ccccc2)CC1)c1nnc(Cc2c(F)cccc2Cl)o1	1	0	10	-5	15	-3	7	2	14
Continued:
SMILES	Abs 340nm	CatB inh	CatG inh	CatS inh	C1s block	CatL inh	FXIa inh mix	CatB mixtures	FXIIa mix inh
Cc1nc2nc(COc3ccccc3)[nH]n2c(=O)c1Cl	1	5	12	-3	5	6	9	2	-15
COc1ccc(-n2c3c(cc(C(=O)N4CCC(C)CC4)c2=O)C(=O)CC(C)(C)C3)cc1	1.1	0	-2	15	-41	x	9	-1	-17
O=C(CCn1cnc2ccccc2c1=O)Nc1ccc(S(=O)(=O)N2CCCC2)cc1	1	7	-9	16	-14	7	-2	5	-17
Cc1ccc2c(c1)N(CC(=O)NC1CCC(C)CC1)C(=O)CO2 (stereo not given)	1	1	9	-6	6	-6	-6	1	5
CCOC(=O)CSC1=Nc2ccccc2C2=NC(CC(=O)NCc3ccccc3)C(=O)N12 (stereo not given)	1	8	-1	25	-29	x	10	4	6
COc1ccccc1NC(=O)CSc1nnc(Cn2c(=O)sc3ccccc32)n1C	1.1	1	-3	7	-6	17	14	-3	-1
Cc1ccc(CN2CCN(CC(=O)N3CCc4ccccc4C3)C2=O)cc1	1	3	5	12	10	17	5	3	0
Cc1nc(NCC2CCCO2)c2nnn(Cc3ccccc3)c2n1 (stereo not given)	0.99	0	13	13	16	3	3	3	8
Cc1cc(C)n(-c2ccc(C(=O)OCn3nnc4ccccc4c3=O)cc2)n1	1	10	-10	33	-14	6	6	10	11
CSc1nc(C)cc(SCCO)n1	1	-3	1	0	3	x	6	3	11
CCc1cccc(NS(=O)(=O)c2ccc3c(c2)oc(=O)n3C)c1	0.97	3	7	0	-12	-1	-1	0	3
CCOC(=O)N1CCN(C(=O)c2cccc(OC)c2OC)CC1	1	-1	11	3	14	-9	2	5	5
CCOc1ccc(-c2nnc3ccc(SC)nn23)cc1	1	6	6	-6	-7	4	-4	-1	4
COC(=O)c1c(-c2ccc(C)cc2)csc1N	1	2	7	-4	13	1	9	-1	7
CC1CCN(C(=O)CN(C)S(=O)(=O)c2cccc3nsnc23)CC1	1	2	8	-9	3	20	-1	-1	4
Cc1ccc2nc(-c3ccc(SCC(=O)Nc4cc(C)on4)nc3)[nH]c2c1	1.1	0	-15	0	-61	-15	-9	-3	-13
Cn1c(NCCN2CCOCC2)nc2c1c(=O)n(Cc1cccc(Cl)c1)c(=O)n2C	0.99	1	10	-4	12	2	6	4	3
COc1cc(C(=O)N2CCN=C2c2ccccc2)cc(OC)c1OC	1.1	-1	4	6	5	-1	14	-3	8
Cn1c(C(=O)NCCN2CCOCC2)cc2sccc21	0.97	1	11	3	16	x	3	3	0
CCOc1ccc2nc(NC(=O)CSc3nnnn3C3CCCCC3)sc2c1	0.97	-1	10	3	15	13	1	2	1
COCC(C)n1c(C)cc(C(=O)COc2ccc(S(=O)(=O)N3CCOCC3)cc2Cl)c1C (stereo not given)	1	-5	1	1	-27	10	7	4	4
CC(C)=CC/C=C1\CCC(C(=O)O)C(C(=O)O)C1 (stereo not given)	0.99	0	23	11	-7	-1	25	9	-8
CSCC[C@H](NC(=O)OC(C)(C)C)c1nnc(SCc2cccc(F)c2)o1	1	0	-2	0	-27	2	-14	0	7
COC(=O)C1=C(C)OC(N)=C(C#N)C1c1cc(OC)ccc1OC (stereo not given)	0.98	5	12	5	9	17	6	1	-4
Cc1ccc2c(c1)c1ncnc(N3CCN(c4ccccc4)CC3)c1n2C	1	7	-10	x	-31	-2	8	9	-19
Continued.
SMILES	Abs 340nm	CatB inh	CatG inh	CatS inh	C1s block	CatL inh	FXIa inh mix	CatB mixtures	FXIIa mix inh
c1cn(CCCNC2=NCCCCC2)cn1	1	-2	8	-1	5	-6	-1	4	8
COc1cc(CC(=O)Nc2ccc(S(=O)(=O)Nc3ncccn3)cc2)cc(OC)c1OC	1	-1	-2	-6	7	-2	14	4	0
COC(=O)c1c(N=CN(C)C)c(C#N)c2n1CCCC2	1	7	-7	-4	-109	13	-19	2	-18
O=C(CN(Cc1ccccc1)C(=O)CCC(=O)Nc1ccccn1)NCc1ccco1	1	2	7	-2	-8	x	1	-6	7
Cc1ccc(OCC(=O)Nc2ccc(-c3nc4ncccc4o3)cc2)cc1	1.2	-3	-13	-22	-66	-26	-8	-7	6
O=C(O)C1CCCN1C(=O)OCc1ccccc1 (stereo not given)	0.99	7	5	-1	0	8	5	0	8
CC(=O)N=C1SC2CS(=O)(=O)CC2N1c1c(Cl)cccc1Cl (stereo not given)	1.1	9	7	-5	3	-8	-3	1	-4
COc1cc(NS(=O)(=O)c2ccc(NC(=O)c3ccco3)cc2)nc(OC)n1	1.1	2	-4	-7	-8	x	4	-3	12
CCS(=O)(=O)n1nc(-c2ccccc2)cc1N	1.1	-3	0	7	-8	x	8	-2	2
Cc1ccc(C(OC(=O)c2ccco2)C(=O)NCc2cccs2)cc1 (stereo not given)	1	1	-5	15	-20	12	4	2	0
